FEN1 inh = qHTS Assay for the Inhibitors of Human Flap endonuclease 1 (FEN1) | Recombinant FEN1 flap cleavage, fluorescence, 15 min | Potency, µM (series often up to 114 µM), for inactives: at the highest dose activity change, negative = inhibition, usual class: inhibitors | 0.35% of 390,000 active | AID 588795, 2011; also: nearly all actives have a fitted effect of over 65% in size
Target sequence (P39748 whole entry, looked up): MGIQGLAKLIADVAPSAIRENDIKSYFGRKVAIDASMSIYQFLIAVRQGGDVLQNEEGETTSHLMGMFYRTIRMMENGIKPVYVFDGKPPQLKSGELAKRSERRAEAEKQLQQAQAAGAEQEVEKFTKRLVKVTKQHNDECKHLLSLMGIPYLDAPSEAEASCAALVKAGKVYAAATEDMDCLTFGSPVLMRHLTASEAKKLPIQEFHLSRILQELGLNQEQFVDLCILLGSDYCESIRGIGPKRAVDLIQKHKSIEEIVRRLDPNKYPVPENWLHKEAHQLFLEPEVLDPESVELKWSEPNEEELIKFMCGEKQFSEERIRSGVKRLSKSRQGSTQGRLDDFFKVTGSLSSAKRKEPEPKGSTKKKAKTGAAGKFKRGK
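FEN1 at 10 nM preincubated with compounds 15 min at room temperature, then flap DNA substrate added at 50 nM final. Signal read at 0 and 15 min; concentration-response fitted with four-parameter Hill equation.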
TDP1 inh = qHTS Assay for Inhibitors of Tyrosyl-DNA Phosphodiesterase (TDP1); Tyrosyl-DNA phosphodiesterase 1 (Homo sapiens), Q9NUW8; recombinant TDP1, AlphaScreen DNA substrate cleavage; Potency, µM (highest dose often 130 µM), without a hit: at the highest dose activity change, negative = inhibition, hits mostly inhibitors; 0.28% of 350,000 active; AID 485290, 2010; also: nearly all actives have a fitted effect of over 40% in size
Target sequence (Q9NUW8 whole entry, looked up): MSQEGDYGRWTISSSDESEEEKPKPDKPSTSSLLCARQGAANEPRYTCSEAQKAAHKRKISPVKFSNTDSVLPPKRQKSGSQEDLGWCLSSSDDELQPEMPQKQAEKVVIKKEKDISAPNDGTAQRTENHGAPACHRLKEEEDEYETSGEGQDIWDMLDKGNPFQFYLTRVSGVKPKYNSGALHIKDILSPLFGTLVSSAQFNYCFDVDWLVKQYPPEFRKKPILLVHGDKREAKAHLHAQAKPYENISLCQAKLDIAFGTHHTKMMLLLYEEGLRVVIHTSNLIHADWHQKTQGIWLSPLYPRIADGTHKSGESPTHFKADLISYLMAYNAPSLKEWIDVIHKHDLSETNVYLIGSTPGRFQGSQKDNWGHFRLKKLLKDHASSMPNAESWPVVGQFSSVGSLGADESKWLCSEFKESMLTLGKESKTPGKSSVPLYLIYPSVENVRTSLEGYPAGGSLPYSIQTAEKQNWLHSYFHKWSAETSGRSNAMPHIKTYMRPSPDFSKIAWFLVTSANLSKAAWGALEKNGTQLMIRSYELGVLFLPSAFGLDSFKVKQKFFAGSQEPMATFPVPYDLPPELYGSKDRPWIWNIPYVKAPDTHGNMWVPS
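Tdp1 1 nM final; 15 min RT w/ cpd; substrate 15 nM, 5 min; beads 10 ug/ml, 10 min; AlphaScreen read. Neg ctrl: no enzyme.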
N370S GC = qHTS Assay for Inhibitors and Activators of N370S glucocerebrosidase as a Potential Chaperone Treatment of Gaucher Disease. 0.092% of 330,000 active. AID 2101, 2009. N370S GC spleen homogenate, 4MU-glucoside fluorescence. Potency, µM (top dose mostly 59.4 µM), for inactives: at the top dose activity change, negative = inhibition, usual class: inhibitors;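 also: 0% = full enzyme activity and -100% = no enzyme basal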
An asterisk follows results filed as active; ? = inconclusive; . = no result given; & = joins results of further samples. Calls follow the shape of the dose curve; as a rule, active = well fitted curve in the direction sought with a large enough effect; inconclusive = small, poorly fitted or top-dose-only effect, or another doubt; inactive = no such curve, though single readings can be large; an effect the other way counts as inactive or inconclusive. Unless noted, % is scaled to controls: 0 for no effect and ±100 for the full control effect; potency is read from the fitted curve at half-maximal effect.

#1 Cc1ccccc1/C=C/C(=O)N1CCOCC1
#2 CC(C)CN1C(=O)C(=O)N(CC(=O)N2c3ccccc3NC(=O)CC2C)C1=O (stereo not given)
#3 Cc1cc(OC(=O)c2ccc(F)cc2)c([N+](=O)[O-])c(=O)[nH]1
#4 O=C(C1CCC1)N1CCc2cc(S(=O)(=O)NCc3ccccn3)ccc21
#5 CSc1ccc(CCNC(=O)c2cnn(-c3ccccc3)c2-n2cccc2)cc1
#6 CNc1nnc(-c2cc3cc(Cl)ccc3oc2=O)s1
#7 CSc1ccccc1NC(=O)COC(=O)CSc1ccc(C)cc1
#8 O=C(Nc1ccc(Cl)cc1F)C1CC(=O)N(Cc2ccco2)C1 (stereo not given)

assay / compound,1,2,3,4,5,6,7,8
FEN1 inh,-1%,-3%,5%,-4%,-1%,-12%,-3%,-2%
TDP1 inh,-4%,6%,5%,4%,0%,2%,.,0%
N370S GC,-1%,0%,-2%,15%,.,-10%,-1%,-4%

#9 C#CCNC(=O)C1=C[C@H](C2CCCCC2)C[C@H](OCCCCO)O1
#10 Cc1ccc(-n2nnnc2-c2ccco2)cc1
#11 O=C(O)CCC/C=C\C[C@@H]1[C@@H](/C=C/[C@@H](O)COc2cccc(C(F)(F)F)c2)[C@H](O)C[C@@H]1O
#12 COc1ccc(NC(=O)CSc2nccn2C2CCCC2)cc1OC
#13 COc1ccccc1NS(=O)(=O)c1cc(NC(=O)c2ccco2)ccc1N1CCOCC1
#14 CCCCCCC(=O)N(O)C1CC(=O)N(c2ccc(Cl)cc2)C1=O (stereo not given)
#15 Cc1ccc(C(=O)N/C(=C/c2ccco2)C(=O)N2CCC(C)CC2)cc1
#16 CN(CC(=O)Nc1ccc(F)cc1)C(=O)Cc1ccsc1

assay / compound,9,10,11,12,13,14,15,16
FEN1 inh,-10%,8%,.,1%,14%,10%,-1%,-2%
TDP1 inh,1%,-2%,6%&6%,3%,0%,10%,.,2%
N370S GC,-4%,9%,-11%,.,-3%,-9%,1%,.

Random excerpt: 3 entries already listed, in no set order.
#13 COc1ccccc1NS(=O)(=O)c1cc(NC(=O)c2ccco2)ccc1N1CCOCC1
#9 C#CCNC(=O)C1=C[C@H](C2CCCCC2)C[C@H](OCCCCO)O1
#14 CCCCCCC(=O)N(O)C1CC(=O)N(c2ccc(Cl)cc2)C1=O (stereo not given)

assay / compound,13,9,14
FEN1 inh,14%,-10%,10%
TDP1 inh,0%,1%,10%
N370S GC,-3%,-4%,-9%

(continued)
#17 COc1ccc(S(=O)(=O)c2c(O)c3ccc(C(=O)Nc4ccc(F)cc4)cc3[nH]c2=O)cc1
#18 CC(=O)N1CCN(c2ccccc2NC(=O)c2ccc3ccccc3c2)CC1
#19 O=C(N/N=C/c1ccco1)c1ccc(N2CCCC2=O)cc1
#20 O=C(CCCc1cccs1)N1CCN(S(=O)(=O)c2ccccc2Br)CC1
#21 Cc1[nH]c2ccc(-c3nnc(SCC(=O)NCc4ccco4)n3Cc3ccccc3)cc2c1C
#22 CC[n+]1c(/C=C2\Sc3ccccc3N2C)ccc2cccc(C)c21
#23 CN(C)c1ccc(C(=O)/C=C/c2ccco2)cc1
#24 CC(C)NS(=O)(=O)c1ccc(CCC(=O)N2CCc3ccccc3C2)cc1

assay / compound,17,18,19,20,21,22,23,24
FEN1 inh,5%,-15%,-6%,-19%,-8%,13µM*,-11%,5%
TDP1 inh,1%,.,.,-2%,11%,5%,0%,0%
N370S GC,-12%,-19%,-1%,9%,-5%,-5%,?,-1%

Structures listed above marked active in FEN1 inh:
#22 CC[n+]1c(/C=C2\Sc3ccccc3N2C)ccc2cccc(C)c21

assay / compound,22
FEN1 inh,13µM*
TDP1 inh,5%
N370S GC,-5%

Later entries
#25 CCOC(=O)N1CCN(C(=O)CSc2ccc(-c3ccncc3)nn2)CC1
#26 COc1cccc(CNCCSc2nnnn2C)c1OCc1ccccc1Cl
#27 COc1cccc(Nc2nnc(SCC3CCCCO3)s2)c1 (stereo not given)
#28 CCCCO
#29 Nn1cnc2c([nH]c3ccccc32)c1=O
#30 O=c1oc2ccccc2c(O)c1C=Nc1cccnc1
#31 Cc1ccccc1SCC(=O)NCCCn1ccnc1
#32 CCCCCCC1CCC(c2nc(-c3ccncc3)no2)CC1 (stereo not given)

assay / compound,25,26,27,28,29,30,31,32
FEN1 inh,-5%,-14%,9%,.,0%,-2%,-3%,-4%
TDP1 inh,-3%,2%,0%,11%&3%,5%,-4%,-2%,-2%
N370S GC,0%,.,-13%,5%&1%,17%,-2%,5%,-2%

#33 COc1cccc(NC(=O)N(Cc2cc3cc(C)cc(C)c3[nH]c2=O)CC2COCCO2)c1 (stereo not given)
#34 COc1cccc(-c2cc(C(=O)NC3CCCCC3)no2)c1
#35 Cc1ccc(S(=O)(=O)N2CCCCC2)cc1C(=O)N(C)CC(=O)Nc1ccc(Cl)c(C(F)(F)F)c1
#36 COc1ccc(Cn2c(=O)n(Cc3ccco3)c(=N)c3c4c(sc32)COC(C)(C)C4)cc1
#37 COc1ccc(NC(=O)N(CCCN(C)C)Cc2cc3cc(OC)ccc3[nH]c2=O)cc1
#38 COc1cc2c(cc1OC)CN(CC(=O)Nc1ccccc1SC)CC2
#39 COc1ccc(-n2ncc(C(=O)N3CCN(C4CCCCC4)CC3)c2C2CCN(C(=O)OC(C)(C)C)CC2)cc1
#40 Cc1ccc(S(=O)(=O)NCC(=O)OCC(=O)N2N=C(c3ccc(Cl)cc3)CC2c2ccco2)cc1C (stereo not given)

assay / compound,33,34,35,36,37,38,39,40
FEN1 inh,3%,15%,-1%,-19%,-14%,7%,-3%,3%
TDP1 inh,-4%,13%,1%,4%,-3%,6%,3%,3%
N370S GC,-1%,-4%,-5%,7%,-9%,-5%,.,7%

#41 Cc1ccc(OCCCC(=O)Nc2nnc(C3CCCO3)s2)c(C)c1 (stereo not given)
#42 CC(CN1CCCCC1)OC(=O)Cc1ccc(Cl)cc1 (stereo not given)
#43 CCOc1ccc(C(=O)N2CCN(c3cccc(C)c3C)CC2)cc1
#44 O=S(=O)(/N=C(/Nc1cccc2ccccc12)c1ccccc1)c1ccccc1
#45 Cc1ccc(C(=O)N2CCN(S(=O)(=O)c3ccc(C)cc3)CC2)cc1
#46 COc1ccccc1-c1nnc(C2CCN(C(=O)c3ccc(C)cc3)CC2)o1
#47 COc1ccc(-n2c(=O)c(CCC(=O)N(C)Cc3ccccc3C)nc3ccccc32)cc1
#48 Cc1cccc(Nc2nnc(SCC(=O)Nc3cccc(S(=O)(=O)N4CCCCC4)c3)s2)c1

assay / compound,41,42,43,44,45,46,47,48
FEN1 inh,4%,4%,-22%,1%,15%,5%,13%,-13%
TDP1 inh,2%,4%,2%,-9%,0%,-6%,0%,6%
N370S GC,-4%,4%,5%,24%,0%,.,-9%,-5%

#49 COC(=O)c1c(NC(=O)CSc2ncnc3[nH]ncc23)sc2c1CCC2
#50 O=C(NC(=S)Nc1ccc(Cc2ccncc2)cc1)c1ccc(F)cc1
#51 COc1cccc(CN2CCN(Cc3cccn3-c3cccnc3)CC2CCO)c1 (stereo not given)
#52 Cc1cc(SCc2ccccc2)nc(=O)[nH]1
#53 CCN(C(C)=O)c1ccc(Oc2nc(OC)cc(OC)n2)cc1
#54 Cc1ccc(Cn2c(CN3CCC(C(=O)O)CC3)cc3ccccc32)cc1
#55 Cc1ccc(Nc2sc(C(=O)c3ccccc3)c(N)c2S(=O)(=O)c2ccccc2)c(C)c1
#56 CCc1cc(C(=O)OC)c(NC(=O)CC2Nc3cc(C)c(C)cc3NC2=O)s1 (stereo not given)

assay / compound,49,50,51,52,53,54,55,56
FEN1 inh,-1%,3%,24%,15%,4%,-2%,4%,-8%
TDP1 inh,7%,8%,-1%,3%,2%,3%,8%,0%
N370S GC,11%,-4%,-4%,-17%,-9%,.,.,3%

#57 CCn1c(SCc2nc(-c3ccccc3)no2)nc2ccccc21
#58 C=CCn1c2ccccc2c2nnc(SCCCn3c(=O)[nH]c4ccccc43)nc21
#59 CC(C)(C)C(=O)NC(CC(=O)O)c1ccccc1 (stereo not given)
#60 CCCOc1ccc(C(=O)CCN2CCN(C(=O)OCC)CC2)cc1
#61 CCNc1nc(NCC)nc(SCCOC(=O)Nc2ccccc2)n1
#62 CC(C)(C)c1ccc(C(=O)NNC(=O)CCC(=O)Nc2ccccc2)cc1
#63 COc1ccc(/C=C\C(=O)O[C@@H]2C(O)C(O[C@@H]3OC(C)[C@H](O[C@@H]4OCC(O[C@H]5O[C@H](CO)[C@@H](O)C(O)C5O)C(O)C4O)C(O)C3O)[C@H](OC(=O)[C@]34CCC(C)(C)C[C@@H]3C3=CCC5[C@@]6(C)CC(O)C(O[C@@H]7OC(CO)C(O)[C@H](O)[C@H]7O)[C@@](C)(C(=O)O)C6CC[C@@]5(C)[C@]3(CO)CC4)O[C@H]2C)cc1 (stereo not given in full)
#64 O=C(c1cc(-c2ccccc2Cl)on1)N1CCN(C(=O)c2ccco2)CC1

assay / compound,57,58,59,60,61,62,63,64
FEN1 inh,-25%,-5%,6%,-1%,10%,-15%,2%,-8%
TDP1 inh,-4%,5%,-8%,7%,2%,5%,-2%,6%
N370S GC,20%,27%,-10%,11%,4%,-4%,.,-23%

#65 O=C(Nc1ccc(Cc2ccncc2)cc1)c1ccc(S(=O)(=O)N2CCOCC2)cc1
#66 CC(=O)Nc1cc(C(=O)OCc2cccc([N+](=O)[O-])c2)ccc1C
#67 O=C(NCC(=O)N1CCN(S(=O)(=O)c2ccccc2)CC1)c1ccc2ccccc2c1
#68 Cc1c(O)c(C)c2c(c1O)C(=O)C[C@@H](c1ccccc1)O2
#69 CCOc1ccc(S(=O)(=O)N2CCCCC2)cc1NC(=O)CN1C(=O)NC(C)(c2ccc(C)cc2)C1=O (stereo not given)
#70 CN(CC(=O)NC1CCCCCC1)S(=O)(=O)c1ccc(Br)cc1
#71 COc1ccc(-c2ocnc2C(=O)Nc2ccc3c(c2)CCC3)cc1
#72 O=C(Nc1ccc(Cl)cn1)C1COc2ccccc2O1 (stereo not given)

assay / compound,65,66,67,68,69,70,71,72
FEN1 inh,6%,10%,2%,-2%,0%,3%,-3%,-14%
TDP1 inh,0%,5%,2%,0%,0%,0%,14%,-3%
N370S GC,-8%,5%,-4%,.,-5%,2%,0%,14%

#73 O=C(COC(=O)c1cc(Br)ccc1O)NCC1CCCO1 (stereo not given)
#74 Cc1ccc(NC(=O)c2ccc3c(SCC(=O)O)c4c(nc3c2)CCCC4)c(Br)c1
#75 Cc1cccc(C)c1OCC(=O)NCc1nnc(SCC(=O)NC2CCCCC2)n1C
#76 Cc1ccc(CSc2ncnc3c2cnn3-c2ccc(C)cc2)cc1
#77 CCCCn1c(N)c(N(CC(C)C)C(=O)COC(=O)Cc2c(C)nc3ccccc3c2C)c(=O)[nH]c1=O
#78 Cc1csc2nc(-c3cccc(NC(=O)c4ccc(S(N)(=O)=O)cc4)c3)cn12
#79 O=C(Cc1ccccc1)Nc1ccc(NC(=O)c2ccccc2)c(Cl)c1
#80 COc1cccc(NC(=O)Cn2c(=O)ccc3cc(S(=O)(=O)N4CCC(C)CC4)ccc32)c1

assay / compound,73,74,75,76,77,78,79,80
FEN1 inh,4%,-3%,-4%,-11%,-6%,-12%,10%,-4%
TDP1 inh,-6%,3%,-3%,1%,-1%,0%,.,5%
N370S GC,0%,0%,2%,0%,-9%,.,-6%,.

#81 COc1ccc(-c2cc(C(F)(F)F)n3nc(C)c(-c4ccccc4)c3n2)cc1OC
#82 COc1ccccc1NC(=O)Cn1c(=O)n(CCc2ccccc2)c(=O)c2c3c(sc21)CN(C(C)=O)CC3
#83 COCCNC(=O)[C@@]1(Cc2ccccc2)C=C[C@@H](C)N1C(C)=O
#84 CCCCOc1ccc(C(=O)Nc2ccc(SC(F)F)cc2)cc1OC
#85 Cc1ccc(C2=NN(S(C)(=O)=O)C(c3ccc4nccnc4c3)C2)cc1 (stereo not given)
#86 CCC(C)NC(=O)CSc1nnc(-c2c[nH]c3ccccc23)o1 (stereo not given)
#87 CCOC(=O)N1CCN(C(=O)C(=O)Nc2sc3c(c2C(N)=O)CC(C)(C)OC3)CC1
#88 Cc1ccc(S(=O)(=O)N(CC(=O)Nc2cccnc2)c2cccc([N+](=O)[O-])c2)cc1
#89 COc1ccc(Cl)cc1NC(=O)COC(C)=O

assay / compound,81,82,83,84,85,86,87,88,89
FEN1 inh,2%,-19%,-6%,13%,-14%,6%,15%,-4%,2%
TDP1 inh,-1%,-2%,-5%&9%,2%,5%,3%,3%,6%,1%
N370S GC,.,.,0%&-5%,11%,-12%,-1%,7%,-26%,1%
